STK33 inh – STK33 kinase inhibitors, primary screen, biochemical, luminescence, ADP-Glo, MBP substrate; AID 2322, 2010; 27,000 tested, 0.44% active; Serine/threonine-protein kinase 33 (Homo sapiens), Q9BYT3; inhibition, % at 12.5 µM; in the data active = inhibition above about 20%
Target sequence (Q9BYT3 whole entry, looked up): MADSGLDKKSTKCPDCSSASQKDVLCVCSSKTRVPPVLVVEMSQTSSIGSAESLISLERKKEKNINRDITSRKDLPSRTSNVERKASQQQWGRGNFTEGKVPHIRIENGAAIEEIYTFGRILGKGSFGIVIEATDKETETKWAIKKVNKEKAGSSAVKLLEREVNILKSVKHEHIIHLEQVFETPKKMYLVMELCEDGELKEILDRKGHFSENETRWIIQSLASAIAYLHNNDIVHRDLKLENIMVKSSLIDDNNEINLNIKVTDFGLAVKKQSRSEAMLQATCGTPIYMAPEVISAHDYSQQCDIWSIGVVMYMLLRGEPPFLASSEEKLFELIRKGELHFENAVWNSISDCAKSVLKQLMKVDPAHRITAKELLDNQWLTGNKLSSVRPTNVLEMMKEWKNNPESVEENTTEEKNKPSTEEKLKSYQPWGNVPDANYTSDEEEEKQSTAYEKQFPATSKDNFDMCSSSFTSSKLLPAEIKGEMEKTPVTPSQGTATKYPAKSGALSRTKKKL
p53 PUMA act – mutant p53 pathway re-activators, primary screen, cell-based, SW480, luciferase, single point, HTS; activation, % at 9.98 µM; SW480 PUMA-promoter luciferase, p53 mutant reactivation; 28,000 tested, 1.5% active; in the data active = activation above about 52%
Starred values were filed as active, the others as inactive; . = not tested or not shown.

Values run as follows: STK33 inh	p53 PUMA act
C[C@H](CO)N1C[C@H](C)[C@H](CN(C)C(=O)NC2CCCCC2)Oc2ccc(NC(=O)C3CC3)cc2CC1=O
  0	.
C[C@@H]1CCCCO[C@@H](CN(C)S(=O)(=O)c2cccs2)[C@H](C)CN([C@H](C)CO)C(=O)c2cc(N(C)C)ccc2O1
  .	4
CC(Nc1nc2ccccc2n1C)c1cc(Cl)ccc1O (centres undefined)
  0	-1
CC(C)(CSc1nnc(Nc2ccccc2)s1)NS(=O)(=O)c1ccc(Cl)cc1
  9	-2
Cc1noc(C)c1S(=O)(=O)Nc1ccc2c(c1)C(=O)N([C@H](C)CO)C[C@H](C)[C@@H](CN(C)C(=O)Nc1ccccc1)O2
  .	7
C[C@@H]1CCCCO[C@H](CN(C)C(=O)Nc2ccc(F)cc2)[C@@H](C)CN([C@H](C)CO)C(=O)c2cc(NC(=O)Nc3ccc(F)cc3)ccc2O1
  -1	.
CNC[C@@H]1Oc2ccc(NC(=O)Cc3ccccc3)cc2CC(=O)N([C@H](C)CO)C[C@H]1C
  .	0
C[C@@H]1CCCCO[C@@H](CN(C)C(=O)C2CCCCC2)[C@@H](C)CN([C@H](C)CO)C(=O)c2cc(NS(C)(=O)=O)ccc2O1
  -2	.
CC(C)NC(=O)N(C)C[C@@H]1Oc2ncc(C#CC3(O)CCCC3)cc2C(=O)N([C@@H](C)CO)C[C@@H]1C
  .	0
O=C(CCN1C(=O)c2ccccc2C1=O)Oc1c(-c2ccccc2)oc2ccccc2c1=O
  7	54*
Cc1ncsc1CCSc1n[nH]c(=O)n1-c1ccccc1
  2	18
CC(C)(OC(=O)c1ccccc1)[C@@H]1Cc2cc3ccc(=O)oc3cc2O1
  -1	13
Cc1cc2nc(-c3cccc(NC(=O)COc4ccc(Cl)cc4)c3C)oc2cc1C
  5	-32
C[C@H]1CN([C@@H](C)CO)C(=O)CCCn2cc(nn2)CO[C@@H]1CN(C)C(=O)Nc1ccccc1
  -3	.
C[C@H](CO)N1C[C@H](C)[C@H](CN(C)CC2CCCCC2)Oc2ccc(NC(=O)C3CC3)cc2CC1=O
  4	.
CCOc1cc(C)c(Cl)cc1S(=O)(=O)NCc1ccccn1
  1	5
Cc1ccc(S(=O)(=O)Nc2ccc3c(c2)C(=O)N([C@H](C)CO)C[C@H](C)[C@@H](CN(C)C(=O)NC2CCCCC2)O3)cc1
  -1	.
Cc1noc(C)c1NC(=O)N(C)C[C@H]1Oc2ccc(NC(=O)CCC(F)(F)F)cc2CC(=O)N([C@@H](C)CO)C[C@@H]1C
  3	.
Cc1noc(C)c1NC(=O)Nc1ccc2c(c1)CC(=O)N([C@@H](C)CO)C[C@H](C)[C@H](CN(C)S(=O)(=O)c1ccccc1)O2
  .	8
C[C@@H]1CN([C@@H](C)CO)C(=O)c2cc(NC(=O)Nc3cccc4ccccc34)ccc2O[C@@H](C)CCCCO[C@H]1CN(C)CC1CC1
  .	0

Exported field by field: entries from further up
Cc1noc(C)c1NC(=O)N(C)C[C@H]1Oc2ccc(NC(=O)CCC(F)(F)F)cc2CC(=O)N([C@@H](C)CO)C[C@@H]1C
  STK33 inh: 3	p53 PUMA act: .
Cc1noc(C)c1NC(=O)Nc1ccc2c(c1)CC(=O)N([C@@H](C)CO)C[C@H](C)[C@H](CN(C)S(=O)(=O)c1ccccc1)O2
  STK33 inh: .	p53 PUMA act: 8

New compounds follow:
Values run as follows: STK33 inh	p53 PUMA act
Cc1ccccc1Cn1cc(NC(=O)C2CC(c3ccc(Cl)cc3)=NO2)cn1 (centres undefined)
  0	6
C[C@@H]1CN([C@H](C)CO)S(=O)(=O)c2ccc(-c3cccnc3)cc2O[C@H]1CN(C)C(=O)CC1CC1
  .	4
CC(=O)c1ccccc1OCC(O)Cn1cnc2ccccc21 (centres undefined)
  -2	23
COc1ccc(CN(C)C[C@H]2Oc3ccc(NC(=O)Cc4ccccc4)cc3CC(=O)N([C@H](C)CO)C[C@@H]2C)cc1
  .	1
C[C@@H]1CN([C@H](C)CO)C(=O)Cc2cc(NC(=O)Nc3ccccc3)ccc2O[C@@H]1CN(C)C(=O)Nc1cccc2ccccc12
  3	-11
COc1cc(O)c2c(=O)c(-c3ccc(O)cc3)coc2c1
  4	.
CCc1cc(C(=O)OC)c(NC(=S)Nc2ccc(S(=O)(=O)N3CCOCC3)cc2)s1
  -1	-2
CC(C)C#Cc1ccc2c(c1)O[C@@H](CN(C)C(=O)c1ccccc1)[C@@H](C)CN([C@@H](C)CO)S2(=O)=O
  .	-3
C=C1CCC2[C@](C)(CO)[C@H](O)CC[C@@]2(C)[C@@H]1C/C=C1/C(=O)OC[C@H]1O (some centres undefined)
  0	.
C[C@H]1CN([C@@H](C)CO)S(=O)(=O)c2ccc(/C=C/c3ccccc3)cc2O[C@@H]1CN(C)C
  .	-16
C[C@@H]1CN([C@@H](C)CO)C(=O)c2cc(-c3cccc(F)c3)cnc2O[C@H]1CN(C)C(=O)C1CCCCC1
  .	-5
CC(C)NC(=O)Nc1ccc2c(c1)CC(=O)N([C@H](C)CO)C[C@H](C)[C@H](CN(C)S(=O)(=O)c1ccc(F)cc1)O2
  1	.
CN(Cc1cccs1)C(=S)SCCO
  .	-6
C[C@H](CO)N1C[C@H](C)[C@H](CN(C)S(=O)(=O)c2ccccc2)Oc2ccc(NC(=O)CCC(F)(F)F)cc2CC1=O
  3	-6
C[C@@H]1CN([C@@H](C)CO)C(=O)c2cccc(NS(=O)(=O)c3ccc(F)cc3)c2O[C@@H]1CN(C)S(=O)(=O)c1cn(C)cn1
  .	2
Cc1noc(C)c1S(=O)(=O)N(C)C[C@@H]1OCCCC[C@@H](C)Oc2ccc(NC(=O)C3CCCCC3)cc2C(=O)N([C@@H](C)CO)C[C@@H]1C
  .	0
Cc1ccc(C(C)C)c(OCCSc2nc3ncnc(N)c3[nH]2)c1
  2	-18
Cc1nc(SCC(=O)Nc2cccc(Cl)c2Cl)nc2c1CCCC2
  0	5
CC(C)(C)OC(=O)NCC12C=CC(O1)C1C(=O)N(Cc3ccccc3)C(=O)C12 (centres undefined)
  1	4
Cc1noc(C)c1S(=O)(=O)Nc1ccc2c(c1)CC(=O)N([C@H](C)CO)C[C@@H](C)[C@@H](CN(C)C(=O)Nc1ccccc1)O2
  0	0
Cc1ccc(NC(=O)c2[nH]c3c(c2C)C(=O)CC(c2ccc(C(C)(C)C)cc2)C3)cc1C (centres undefined)
  .	-1
C[C@@H]1CCCCO[C@H](CN(C)C(=O)Nc2ccc3c(c2)OCO3)[C@@H](C)CN([C@H](C)CO)C(=O)c2cc(NC(=O)Nc3ccccc3)ccc2O1
  1	.
CNC[C@@H]1Oc2ccc(NC(=O)c3ccncc3)cc2CC(=O)N([C@H](C)CO)C[C@@H]1C
  3	9
CN(C)CCCCCCNC(=O)[C@H]1C[C@H]2C(=O)N3CCC[C@H]3C(=O)N2[C@H]1c1cccc(OCCO)c1
  -3	.
COc1ccc(S(=O)(=O)Nc2ccc3c(c2)C(=O)N([C@H](C)CO)C[C@@H](C)[C@@H](CN(C)C(=O)Nc2c(C)noc2C)O3)cc1
  .	6
C[C@H]1CN([C@@H](C)CO)C(=O)c2cc(NS(=O)(=O)c3ccc(F)cc3)ccc2O[C@@H]1CN(C)Cc1ccc(C(F)(F)F)cc1
  0	.
C[C@@H]1CN([C@@H](C)CO)C(=O)Cc2cc(NC(=O)Nc3ccc(F)cc3)ccc2O[C@@H]1CN(C)S(=O)(=O)c1ccc(F)cc1
  -3	.
COc1ccc(NC(=O)Nc2ccc3c(c2)C(=O)N([C@@H](C)CO)C[C@H](C)[C@H](CN(C)S(=O)(=O)c2ccc(OC)cc2)O3)cc1
  -1	-29
C[C@H]1CN([C@@H](C)CO)C(=O)c2cc(NS(C)(=O)=O)ccc2O[C@H]1CN(C)S(=O)(=O)c1ccc(F)cc1
  1	.
COc1ccc(C)cc1NC(=O)CN1C(=O)c2cccc3cccc1c23
  4	0
Cc1ccc(S(=O)(=O)N(C)C[C@H]2OCCCC[C@@H](C)Oc3ccc(NC(=O)c4ccccc4)cc3C(=O)N([C@H](C)CO)C[C@@H]2C)cc1
  2	.
CCCC(O)C#Cc1cnc2c(c1)C(=O)N([C@H](C)CO)C[C@H](C)[C@H](CN(C)C(=O)Nc1ccccc1)O2 (some centres undefined)
  -1	-4
O=C(NCCCN1CCOCC1)C(=O)NC1CC1
  -3	-6
C[C@@H]1CCCCO[C@@H](CN(C)S(=O)(=O)c2ccc(Cl)cc2)[C@@H](C)CN([C@H](C)CO)C(=O)c2cc(NS(=O)(=O)c3ccc(F)cc3)ccc2O1
  6	.
CCCCn1c2ccccc2c2nnc(SCC(=O)c3ccc(Cl)cc3)nc21
  -3	-6
C[C@H]1CN([C@@H](C)CO)C(=O)c2cccc(NC(=O)Nc3ccc(C(F)(F)F)cc3)c2O[C@@H]1CN(C)S(=O)(=O)c1cccs1
  .	-2
Cc1ccc(S(=O)(=O)N(C)c2ccc(C(=O)Nc3cccnc3)cc2)cc1
  0	-3
COc1ccc(OC)c(NC(=O)C(C)NS(=O)(=O)c2ccc(C)cc2)c1 (centres undefined)
  1	-4
COc1cccc(-c2ccc3c(c2)O[C@@H](CN(C)C(=O)c2ccccc2F)[C@@H](C)CN([C@H](C)CO)S3(=O)=O)c1
  .	-20
Cc1ccc(C(=O)NC(=O)CSc2nnnn2-c2ccccc2)cc1
  0	5
COc1ccc(S(=O)(=O)N(C)C[C@H]2Oc3c(NC(=O)NC4CCCCC4)cccc3C(=O)N([C@@H](C)CO)C[C@@H]2C)cc1
  .	-4
O=C(Cn1cnc2ccccc2c1=O)Nc1ccc(Cl)c(Cl)c1
  3	1
CC(=O)O[C@]1(C(C)=O)CCC2C3C[C@H](C)C4=CC(=O)CC[C@]4(C)C3CC[C@@]21C (some centres undefined)
  -4	.
N=c1c2cnn(-c3ccccc3)c2ncn1/N=C/c1ccc(Cl)cc1
  .	16
COc1ccc(S(=O)(=O)N(C)C[C@@H]2Oc3c(NC(=O)c4ccc(-c5nccs5)cc4)cccc3C(=O)N([C@H](C)CO)C[C@@H]2C)cc1
  .	-1
COc1ccc(-c2cnc3c(c2)C(=O)N([C@H](C)CO)C[C@H](C)[C@H](CN(C)S(=O)(=O)c2cccc(F)c2)O3)cc1
  8	.
COC(=O)c1ccccc1NC(=O)C1=C(C)NC(=S)NC1c1ccc(OC2CCCC2)c(OC)c1 (centres undefined)
  1	-17
COC(=O)c1ccccc1NC(=O)C(C)(C)Oc1ccc(Cl)cc1
  -1	16
Cc1c(C#N)c(Sc2ccccc2Cl)nc2ccccc12
  1	.
C[C@@H]1[C@H]2[C@H](OC3O[C@H](CO)[C@@H](O)[C@H](O)[C@H]3O)OC=C(C(=O)O)[C@H]2C[C@@H]1O (some centres undefined)
  1	.

Taken from above.
COc1ccc(-c2cnc3c(c2)C(=O)N([C@H](C)CO)C[C@H](C)[C@H](CN(C)S(=O)(=O)c2cccc(F)c2)O3)cc1 | STK33 inh = 8
COC(=O)c1ccccc1NC(=O)C(C)(C)Oc1ccc(Cl)cc1 | p53 PUMA act = 16
Cc1c(C#N)c(Sc2ccccc2Cl)nc2ccccc12 | STK33 inh = 1

The results go on:
Values run as follows: STK33 inh	p53 PUMA act
C[C@H]1CN([C@@H](C)CO)C(=O)c2cc(NC(=O)c3ccncc3)ccc2O[C@@H]1CN(C)Cc1ccc(Cl)c(Cl)c1
  0	.
O=C(C[C@H]1C[C@H]2c3cc(NC(=O)Cc4ccncc4)ccc3O[C@H]2[C@H](CO)O1)NCc1cccnc1
  .	5
C[C@H](CO)N1C[C@H](C)[C@H](CN(C)Cc2ccc(C(=O)O)cc2)Oc2c(NS(=O)(=O)c3ccc(Cl)cc3)cccc2C1=O
  .	12
COc1ccc(CN(C)C[C@@H]2Oc3ccc(NS(=O)(=O)c4ccc(OC)cc4)cc3C(=O)N([C@H](C)CO)C[C@H]2C)cc1
  0	14
COc1ccc(C(=O)Nc2sc3c(c2C(=O)NC2CCS(=O)(=O)C2)CCCC3)cc1OC (centres undefined)
  3	-5
C[C@@H]1O[C@@H](Oc2ccc(C3Oc4cc(O)cc(O)c4C(=O)C3O)cc2O)[C@H](O)[C@H](O)[C@H]1O (some centres undefined)
  -1	.
CC(C)NC(=O)N(C)C[C@@H]1Oc2c(NC(=O)C3CC3)cccc2C(=O)N([C@@H](C)CO)C[C@H]1C
  .	11
O=C(CSc1ncnc2scc(-c3ccccc3)c12)Nc1cccc(Cl)c1Cl
  3	-5
Cc1noc(C)c1S(=O)(=O)N(C)C[C@H]1Oc2ccc(NC(=O)C3CCCCC3)cc2CC(=O)N([C@H](C)CO)C[C@H]1C
  0	2
CC(C)NC(=O)N(C)C[C@@H]1Oc2ccc(NS(=O)(=O)c3cccs3)cc2C(=O)N([C@@H](C)CO)C[C@H]1C
  7	.

Overlap with the part before: 4 compounds, then new ones.
Values run as follows: STK33 inh	p53 PUMA act
CC(C)NC(=O)N(C)C[C@@H]1Oc2c(NC(=O)C3CC3)cccc2C(=O)N([C@@H](C)CO)C[C@H]1C
  .	11
O=C(CSc1ncnc2scc(-c3ccccc3)c12)Nc1cccc(Cl)c1Cl
  3	-5
Cc1noc(C)c1S(=O)(=O)N(C)C[C@H]1Oc2ccc(NC(=O)C3CCCCC3)cc2CC(=O)N([C@H](C)CO)C[C@H]1C
  0	2
CC(C)NC(=O)N(C)C[C@@H]1Oc2ccc(NS(=O)(=O)c3cccs3)cc2C(=O)N([C@@H](C)CO)C[C@H]1C
  7	.
COc1ccc(NC(=O)c2c(-c3ccccc3)csc2NC(=O)CN2CCOCC2)cc1
  2	9
COc1cccc(C(=O)Nc2cccc(OC(C)C(=O)c3cccc(Cl)c3)c2)c1 (centres undefined)
  0	10
C[C@H]1CN([C@@H](C)CO)S(=O)(=O)c2ccc(C#CC(C)(C)O)cc2O[C@H]1CN(C)C(=O)C1CC1
  .	0
Cc1cccc(C)c1OCC(=O)Nc1cccc(NC(=O)c2ccco2)c1
  6	5
O=C(CSc1n[nH]c(-c2ccncc2)n1)Nc1cccc(Cl)c1Cl
  -5	10

An excerpt, so the mix of outcomes need not match the whole.
